aSyn yeast rescue: qHTS of alpha-syn Inhibitors: NCGC Sytravon Library Screen | 94,000 tested, 0.02% active | AID 1347070, 2019 | S. cerevisiae alpha-synuclein toxicity rescue, BacTiter-Glo growth, 24 h | Potency, µM (titrated, usually from 46.1 µM), for inactives: top-dose growth rescue (activation), most hits filed as activators; active = well fitted activation curve with a large enough effect; inconclusive = small, poorly fitted or top-dose-only effect; also: 0% is about no effect
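Growth restoration measured by BacTiter-Glo luminescence after 24 hr at 30 deg C; alpha-synuclein yeast, raffinose-pregrown to mid-log, were added at OD600=0.02 in galactose medium onto pinned compounds.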
* = called active by the depositor; ? = inconclusive; & = joins results of further samples. Potency is read from the fitted curve at half-maximal effect. These rows are one share of the data; rates above refer to the full screens.

SMILES	aSyn yeast rescue
CCOC(=O)c1ccc(NC(=O)CCCc2nc(-c3cc(OC)c(OC)c(OC)c3)no2)cc1	8.3%
COc1ccc(C2CC(c3cccs3)=NN2C(=O)c2ccco2)cc1OC (stereo not given)	10.9%
CCOC(=O)/C(C#N)=C1\CC2CCC1(C)C2(C)C (stereo not given)	-1.9%
Cc1ccc(CN2CCCn3nc(C(=O)NC(C)C)cc3C2=O)cc1	-4.1%
COc1ccc(NC(=O)c2ccco2)cc1NC(=O)c1ccc(C#N)cc1F	-6.5%
Cc1ccc(-c2nnc3c4ccccc4c(C)nn23)cc1NC(=O)c1cccc(Br)c1	4.7%
O=C(CN1C(=O)NC2(CCCC2)C1=O)Nc1nc(-c2ccccc2)cs1	4.0%
O=C(Nc1nnc(SCc2ccc(Cl)cc2Cl)s1)C1COc2ccccc2O1 (stereo not given)	-17.2%
COc1ccc(C(=O)Nc2ccc(NC(=O)C3CC3)cn2)cc1	-3.3%
COc1ccc(N2CC(C(=O)Nc3nc4ccccc4s3)CC2=O)cc1 (stereo not given)	0.4%
Cc1ccc(CC(=O)NNC(=O)c2cccs2)cc1C	6.5%
N#Cc1c(Nc2cccc(F)c2)sc(C(=O)c2ccc(Cl)cc2)c1N	-14.2%
CCCS(=O)(=O)N1CCC(N2CCN(Cc3ccc(C)cc3)C(=O)C2=O)CC1	-0.6%
CCCCOc1ccc(-c2cc3c(=O)n(CC(=O)Nc4ccc(Cl)cc4Cl)ccn3n2)cc1	-14.0%
CCCn1c(=O)n(-c2ccccc2)c(=O)c2sc3ccccc3c21	-2.5%
Cc1ccc2[nH]c(=O)c3cc(C(=O)NCCCN4CCC(C)CC4)sc3c2c1	19.5%
O=C(Nc1ccc(NC(=O)c2ccco2)cc1)c1ccc2c(c1)OCCO2	-14.8%
O=C(CCSCc1ccc(Cl)cc1)NCCc1ccccc1	12.9%
N=c1c(C(=O)NCC2CCCO2)cc2c(=O)n3ccccc3nc2n1CCCO (stereo not given)	1.9%
C[C@H]1CN(Cc2ccccc2)C(=O)[C@@H]1CC(=O)Nc1ccccc1	4.6%
COc1ccc(OC)c(NC(=O)c2nnn(CC(=O)Nc3ccc(C(C)C)cc3)c2N)c1	1.5%
O=C(CSc1nncs1)NCc1ccc(F)cc1	-8.5%
CCOc1ccc(CCNC(=O)c2cccc(NC3=NC4CS(=O)(=O)CC4S3)c2)cc1OCC (stereo not given)	-2.4%
Cc1ccc(-n2nc(CO)c(C(=O)NCCO)n2)cc1	-3.9%
Cn1c(=O)c2c(-c3ccccc3Br)n(Cc3ccccc3)cc2n(C)c1=O	19.7%
Cc1ccc2c(Sc3ccc(Cl)cc3)c(C(=O)N3CCCCC3)[nH]c2c1	?
Cc1ccc(CCNC(=O)c2ccc3c(c2)nc2n3CCCCC2)cc1	-0.8%
Cc1cc(C)c(S(=O)(=O)Nc2ccc(-c3ccc(N4CCCCC4)nn3)cc2)cc1C	-3.2%
Cc1ccc2c(c1)NC(=O)c1cccnc1O2	-16.3%
Cc1c(S(=O)(=O)N2CCN(c3cccc(C(F)(F)F)c3)CC2)c(=O)n(C)c(=O)n1C	-6.0%
NC(=O)CSc1nnc(-c2cnccn2)n1Cc1ccco1	-5.2%
CCCOc1ccc(C(=O)Nc2ccc3nn(-c4ccc(OC)c(Cl)c4)nc3c2)cc1	-12.9%
CCc1ccccc1N(C)C(=O)c1cc2c(=O)oc3ccccc3c2s1	-0.6%
CCCCn1c(N)c(N(CCOC)C(=O)COC(=O)COc2c(C)cccc2C)c(=O)[nH]c1=O	-10.1%
COc1cc(OC)c(NC(=O)N2CCSc3ccccc32)cc1Cl	-6.8%
COc1ccc(C(=O)COC(=O)CNC(=O)c2ccc(Cl)cc2Cl)c(OC)c1	-0.7%
CC1(C(=O)NNC(=O)c2cccc([N+](=O)[O-])c2)CC1Br (stereo not given)	-1.7%
O=C(c1cccnc1)n1nc(NCc2ccccc2)nc1NCc1ccccc1	7.5%
Cc1ccc(C)c(NC(=O)CN2C(=O)C3(SCC(=O)N3c3ccc(C)c(C)c3)c3ccccc32)c1 (stereo not given)	0.0%
Cc1ccc(NC(=O)CN(C)C(=O)CNC(=O)c2ccc3c(c2)OCO3)cc1	-7.1%
Cc1ccc(-n2nc(C)c(=O)c(-c3ccccc3)c2NC(=O)C(C)C)cc1	-4.9%
COc1sc(SC)cc1/C=N/NC(=O)c1ccncc1	-16.6%
N#Cc1c(Cl)nsc1NN	-5.3%
O=C(CSCc1ccc([N+](=O)[O-])cc1)N/N=C/c1cccnc1	12.0%
COC(=O)c1ccc(Nc2nnc(-c3ccc(C)c(S(=O)(=O)NCC4CCCO4)c3)c3ccccc23)cc1 (stereo not given)	12.0%
CCc1c(C)nc2ncnn2c1NCCc1ccc(Cl)cc1	0.4%
CCOc1ccc(N2CC(NC(=O)C3CCCCC3)CC2=O)cc1 (stereo not given)	-1.6%
CCC(C(=O)OC)n1cnc2c(nnn2-c2ccccc2)c1=O (stereo not given)	-3.8%
CCCN(CCC)CCCNC(=O)c1cc2c(=O)[nH]c3ccccc3c2n1C	-1.6%
CCC(=O)NNc1ncnc2c1cnn2-c1ccc(C)c(Cl)c1	1.4%
CCOC(=O)c1c(NC(=O)c2cc(=O)c3c(C)cc(C)cc3o2)sc(C)c1C	2.9%
NS(=O)(=O)c1ccc2nc(NC(=O)Nc3ccccc3F)sc2c1	-14.7%
CC(C)Oc1ccc(C(=O)NCCCNC(=O)c2ccccn2)cc1	-8.8%
Cc1ccc2[nH]c(=O)c3cc(C(=O)NC4CCC(C)CC4)sc3c2c1 (stereo not given)	5.4%
CCOc1ccc(C2C(C(=O)Nc3ccc(OC)cc3)=C(C)Nc3nc(CCCO)nn32)cc1 (stereo not given)	-0.1%
COc1ccc(NC(=O)CN(C)C(=O)c2cc(CN3C(=O)c4ccccc4C3=O)ccc2OC)cc1	-6.2%
CN(c1ccccc1)S(=O)(=O)c1cccc(C(=O)NNC(=O)c2ccncc2)c1	0.6%
COc1ccc(C(=O)NC(=S)Nc2cccnc2)cc1OC	-5.8%
Cc1cc2oc(C(=O)Nc3c(C)n(C)n(-c4ccccc4)c3=O)cc(=O)c2cc1C	2.4%
CCOC(=O)c1noc2ncnc(Nc3ccc(F)cc3F)c12	-8.1%
New compounds follow
SMILES	aSyn yeast rescue
COCCCNc1nc2c(c(=O)n(C)c(=O)n2C)n1Cc1ccccc1	-8.5%
COc1ccccc1N(CC(O)CN1CCCCC1)S(=O)(=O)c1ccc(C)cc1 (stereo not given)	1.5%
O=C1/C(=C/c2ccc(F)cc2)SC(=S)N1N1CCOCC1	2.4%
CCOc1cccc(C2CC(=O)Nc3cc4c(cc32)OCCO4)c1 (stereo not given)	-4.2%
Cc1cccc(Nc2nc(N)c([N+](=O)[O-])c(N3CCC(C)CC3)n2)c1	5.1%
Cc1ccc(-c2csc3ncnc(Nc4ccc(C(=O)O)cc4)c23)cc1	5.5%
O=C(CN1C(=O)CSc2ccc(S(=O)(=O)N3CCCC3)cc21)NCc1ccccc1Cl	-2.9%
COc1ccccc1NC(=O)C1CCN(c2ncnc3c2nc2n3CCCCC2)CC1	10.2%
COCCCNC(=O)CSc1nc2cc3c(cc2c(=O)n1CCCCCC(=O)NCCc1ccc(OC)c(OC)c1)OCO3	-6.4%
CCc1ccc(-n2c(SCc3nc(-c4cc(OC)ccc4OC)no3)nnc2-c2ccccc2)cc1	?
CN(C)c1ccc(P(=O)(COc2ccc([N+](=O)[O-])cc2)c2ccc(N(C)C)cc2)cc1	7.6%
Cc1[nH]c(=O)[nH]c(=O)c1C=CC(=O)NC(CO)CS(=O)Cc1ccccc1 (stereo not given)	1.0%
CCc1nc(SCC(=O)O)c(C#N)c2c1CCCC2	12.8%
Cc1ccccc1OCC(O)Cn1c(=N)n(CCN2CCCCC2)c2ccccc21 (stereo not given)	-0.2%
Cc1cccc(C(=O)OCC(=O)NCCCc2ccccc2)c1	6.1%
CCOCCCNC(=O)C(c1ccc(OC)cc1)N(Cc1cccs1)C(=O)c1ccc(NC(C)=O)cc1 (stereo not given)	-0.1%
Cc1ccc([C@H]2C[C@@H](n3cc(-c4ccc(F)cc4)nn3)[C@H](O)CN2CC2CCCCC2)cc1	7.1%
Cc1c(C(=O)Nc2cccc(F)c2)oc2c1-c1nn(Cc3c(F)cccc3Cl)cc1CC2	-2.2%
CCOC(=O)c1ccc(NC(=S)N2CCCC(C(=O)OCC)C2)cc1 (stereo not given)	-3.0%
Cc1ccc(S(=O)(=O)N2CCCC(c3nc4c(nnn4Cc4ccc(OC(F)(F)F)cc4)c(=O)[nH]3)C2)cc1 (stereo not given)	-6.0%
COc1ccccc1NC(=O)Cn1c(=O)n(Cc2ccc3c(c2)OCO3)c(=O)c2oc3ccccc3c21	-15.5%
O=C(c1cc(Cl)cc(Cl)c1)N1CCC2CC1c1cc(N3CCCCC3)ccc12 (stereo not given)	4.9%
Cc1ccccc1-c1nc(CS(=O)(=O)CC(=O)NCC(C)c2ccccc2)c(C)o1 (stereo not given)	21.3%
COc1ccccc1NC(=S)NC1CCCCCC1	2.2%
CCc1ccc(NC(=O)c2cc(-c3ccc4c(c3)OCO4)on2)cc1	-4.1%
CCOCCCNC(=O)C1CCN(c2nc3ccc(Cl)cc3[nH]2)CC1	-7.7%
Cc1ccc(S(=O)(=O)N2CCOCC2)cc1C(=O)N1CCCC1	-9.0%
Cc1cc(C)c(Cn2c(C)c(CNCc3ccccc3C)c(C(=O)O)c2C)c(C)c1	1.4%
O=C(N/N=C/c1ccccn1)c1ccncc1	-4.0%
N#Cc1ccc(NC(=O)c2ccc3c(c2)nnn3C2CCCC2)cc1	-8.5%
CCCSc1ncnc2c1c(-c1ccccc1)cn2-c1ccccc1OC	-1.5%
CCc1ccc(NC(=O)COCc2cc(-c3ccc(F)cc3)on2)cc1	-4.9%
Cc1ccc([C@@H]2C[C@H]3[C@@H](CN2S(=O)(=O)c2ccc(C)cc2)C(=O)C[C@@H](c2ccc(Cl)cc2)N3S(=O)(=O)c2ccccc2C)cc1	-2.1%
O=C(Nc1cccc(C(F)(F)F)c1)Nc1ccc2snnc2c1	-7.8%
COc1cccc(NS(=O)(=O)c2ccc3[nH]cc(C(=O)N(C)Cc4ccco4)c(=O)c3c2)c1	-5.6%
CCn1cc(C(=O)N2CCCC(C(=O)c3cccc(C(F)(F)F)c3)C2)cn1 (stereo not given)	-5.1%
NNC(=O)CSCc1nc(-c2ccc(Cl)cc2)cs1	0.1%
CCN1CCN(c2ncnc3c2cnn3-c2ccc(C)cc2)CC1	5.1%
CCOCCn1ccc2c(OCC(=O)NCc3ccc(C)cc3)cccc2c1=O	0.6%
Cc1ccc2c(c1)N(C(=O)Nc1cccc3c1CCCC3)CC(C)O2 (stereo not given)	-11.0%
COc1cc(-c2nc(CN3CCN(c4ncccn4)CC3)c(C)o2)ccc1F	12.2%
Cc1ccc(N2CCN(C(=O)c3c(C)oc4ncnc(N5CCOCC5)c34)CC2)c(C)c1	17.0%
Cc1cc(OCC(=O)NCC2(N3CCN(C)CC3)CCCCC2)cc(C)c1Cl	0.6%
CC1CCCC(C)N1C(=O)c1ccc2c(c1)S(=O)(=O)c1ccccc1C2=O (stereo not given)	10.6%
CCOc1ccc(S(=O)(=O)N2CCC(C(=O)N3CCOCC3)CC2)cc1Cl	3.6%
CCn1c(CN2CCN(C)CC2)nc2cc(NC(=O)c3ccc([N+](=O)[O-])cc3)ccc21	-9.7%
CCN(CC)S(=O)(=O)c1ccc(NC(=O)[C@H](CSCc2ccccc2)N2Cc3ccccc3C2=O)cc1	7.6%
O=S(=O)(c1ccc(S(=O)(=O)N2CCOCC2)cc1)N1CCCC1	-3.9%
O=S(=O)(Nc1cccc(-c2ccc(N3CCOCC3)nn2)c1)c1ccc(F)c(C(F)(F)F)c1	9.7%
Cc1ccc(S(=O)(=O)N2CCC(C(=O)NCCCN3CCOCC3)CC2)cc1C	2.2%
Cc1c(C)n(Cc2ccccc2)c2ccc(C(=O)N3CCN(c4ccccc4)CC3)cc12	11.3%
COc1cccc(NC(=O)Cn2c(=O)n(CCCCC(=O)NCCc3ccccc3)c(=O)c3ccccc32)c1	-2.4%
CC(=O)Nc1cc(NC(C)=O)cc(-c2nc3ccccc3[nH]2)c1	1.2%&-2.4%
CN(C)S(=O)(=O)c1cccc(C(=O)Nc2ccccc2N2CCCCC2)c1	7.6%

By substructure, the compounds so far containing fluorine
SMILES	aSyn yeast rescue
COc1ccc(NC(=O)c2ccco2)cc1NC(=O)c1ccc(C#N)cc1F	-6.5%
N#Cc1c(Nc2cccc(F)c2)sc(C(=O)c2ccc(Cl)cc2)c1N	-14.2%
O=C(CSc1nncs1)NCc1ccc(F)cc1	-8.5%
Cc1c(S(=O)(=O)N2CCN(c3cccc(C(F)(F)F)c3)CC2)c(=O)n(C)c(=O)n1C	-6.0%
NS(=O)(=O)c1ccc2nc(NC(=O)Nc3ccccc3F)sc2c1	-14.7%
CCOC(=O)c1noc2ncnc(Nc3ccc(F)cc3F)c12	-8.1%
O=C1/C(=C/c2ccc(F)cc2)SC(=S)N1N1CCOCC1	2.4%
Cc1ccc([C@H]2C[C@@H](n3cc(-c4ccc(F)cc4)nn3)[C@H](O)CN2CC2CCCCC2)cc1	7.1%
Cc1c(C(=O)Nc2cccc(F)c2)oc2c1-c1nn(Cc3c(F)cccc3Cl)cc1CC2	-2.2%
Cc1ccc(S(=O)(=O)N2CCCC(c3nc4c(nnn4Cc4ccc(OC(F)(F)F)cc4)c(=O)[nH]3)C2)cc1 (stereo not given)	-6.0%
CCc1ccc(NC(=O)COCc2cc(-c3ccc(F)cc3)on2)cc1	-4.9%
O=C(Nc1cccc(C(F)(F)F)c1)Nc1ccc2snnc2c1	-7.8%
CCn1cc(C(=O)N2CCCC(C(=O)c3cccc(C(F)(F)F)c3)C2)cn1 (stereo not given)	-5.1%
COc1cc(-c2nc(CN3CCN(c4ncccn4)CC3)c(C)o2)ccc1F	12.2%
O=S(=O)(Nc1cccc(-c2ccc(N3CCOCC3)nn2)c1)c1ccc(F)c(C(F)(F)F)c1	9.7%
